Rhodamine autofl: compound autofluorescence in rhodamine spectral region; Rhodamine-region fluorescence, 547/598 nm, Tris buffer; active compounds read high; max dye-equivalent concentration, M; 0.05% of 59,000 active; AID 594; in the data active = max dye-equivalent concentration above about 11 nM; inconclusive = between about 1.1 nM and that limit
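Intensities are converted to rhodamine-equivalent concentration using a six-point rhodamine standard on each plate. Compounds sit 15 min at room temperature in 100 mM Tris buffer, pH 8.0; read uses the 547/598 nm excitation/emission pair.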
FLuc inh: inhibitors of firefly luciferase; Potency, µM (doses to about 57.1 µM), for the others: top-dose activity change, negative = inhibition, most hits filed as inhibitors; P08659; purified firefly luciferase, luminescence, 8 min; AID 411; 2.2% of 72,000 active; note: potency is the fitted concentration of half-maximal effect; % is set by controls: 0 for no effect and ±100 for the full control effect; nearly all actives have a fitted effect of over 40% in size
Target sequence (P08659 whole entry, looked up): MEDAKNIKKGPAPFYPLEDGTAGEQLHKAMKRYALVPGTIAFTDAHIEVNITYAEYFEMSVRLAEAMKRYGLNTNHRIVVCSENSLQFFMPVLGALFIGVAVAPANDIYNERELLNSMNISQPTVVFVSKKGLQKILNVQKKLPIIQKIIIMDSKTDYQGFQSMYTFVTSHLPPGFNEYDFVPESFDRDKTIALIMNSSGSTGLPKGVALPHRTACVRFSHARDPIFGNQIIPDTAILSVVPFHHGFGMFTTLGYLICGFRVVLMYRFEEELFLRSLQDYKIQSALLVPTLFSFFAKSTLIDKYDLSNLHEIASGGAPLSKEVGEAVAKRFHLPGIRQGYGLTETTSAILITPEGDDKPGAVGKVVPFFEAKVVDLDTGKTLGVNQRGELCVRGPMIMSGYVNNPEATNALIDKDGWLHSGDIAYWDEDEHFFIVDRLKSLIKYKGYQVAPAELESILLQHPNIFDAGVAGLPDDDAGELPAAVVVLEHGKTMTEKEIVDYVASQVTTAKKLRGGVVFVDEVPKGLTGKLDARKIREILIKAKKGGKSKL
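Firefly luciferase (PKLight detection mix) with 10 uM ATP in pH 7.2 imidazole buffer (KCl, MgCl2, Tween 20, BSA). Compounds tested across a concentration series (qHTS). Luminescence read after 8 min at ambient temperature.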
Casp7 inh: caspase-7 (human) inhibition, allosteric or competitive; P55210; recombinant caspase-7, Ac-DEVD-AFC fluorescence rate; Potency, µM (titrated, usually from 57.5 µM), without a hit: at the highest dose activity change, negative = inhibition, hits mostly inhibitors; 0.02% of 75,000 active; AID 889; active = well fitted inhibition curve with a large enough effect in the main read-out, with a control signal flat, not every such curve was filed as active; inconclusive = small, poorly fitted or top-dose-only effect, or a change in a side signal; note: potency is the fitted concentration of half-maximal effect; % of control where 0% means no effect
Target sequence (P55210 24-198 limits assumed): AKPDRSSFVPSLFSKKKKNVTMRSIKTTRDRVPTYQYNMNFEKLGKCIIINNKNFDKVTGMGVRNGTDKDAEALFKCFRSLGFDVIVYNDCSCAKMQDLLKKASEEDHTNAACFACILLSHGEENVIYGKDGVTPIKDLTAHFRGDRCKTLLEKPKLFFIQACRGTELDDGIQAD
Target sequence (P55210 207-303 limits assumed): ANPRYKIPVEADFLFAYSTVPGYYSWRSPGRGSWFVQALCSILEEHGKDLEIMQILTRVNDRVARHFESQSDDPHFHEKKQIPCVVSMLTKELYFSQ
4MU fluor: compounds fluorescent in 4-MU spectral region; compound autofluorescence, 340/450 nm, 4-MU equivalents; active compounds read high; 11% of 59,000 active; max dye-equivalent concentration, M; in the data active = max dye-equivalent concentration above about 10 nM; inconclusive = mostly about 1.1 nM to 9.6 nM
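Compounds in 100 mM Tris, pH 8.0, sat 15 min at room temperature before fluorescence was read at 340 nm excitation/450 nm emission; a per-plate six-point 4-MU standard curve converted signals to dye-equivalent concentration at each compound concentration.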
Casp1 inh: blocks human caspase-1 allosterically or competitively; 0.03% of 75,000 active; P29466; Potency, µM (series often up to 57.5 µM), for the others: at the highest dose activity change, negative = inhibition, usual class: inhibitors; Caspase-1 enzyme, Ac-WEHD-AFC fluorogenic rate;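 note: potency is the fitted concentration of half-maximal effect; plate controls were vehicle for no effect and no substrate for full effect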
Tau fil binding: binders of human tau filaments. Potency, µM (top dose mostly 57.1 µM), for the others: top-dose activity change, negative = inhibition. recombinant tau filaments, thioflavin S fluorescence, 15 h; filaments grown with octadecylsulfate alongside compound. AID 596. 2% of 71,000 active;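 note: potency is the fitted concentration of half-maximal effect; % is set by controls: 0 for no effect and ±100 for the full control effect; actives lower thioflavin S fluorescence by blocking filaments or displacing dye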
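His-tagged recombinant human tau (exons 2, 3, 10; 1 uM final) fibrillized with 30 uM sodium octadecylsulfate, 15 h at 37 C, in pH 7.4 HEPES buffer with 10 uM thioflavine S and 5 mM DTT. Reduced ThS fluorescence (450/510 nm) marks activity.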
Texas Red fluor: compound fluoresces in the Texas Red spectral region | max dye-equivalent concentration, M | Compound fluorescence, Texas Red channel, 547/618 nm; active compounds read high | 0.06% of 59,000 active | AID 587; in the data active = max dye-equivalent concentration above about 10 nM; inconclusive = between about 1.1 nM and that limit
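Fluorescence at ex 547/em 618 nm, normalized against an on-plate Texas Red standard series to give dye-equivalent concentration per compound concentration. Buffer 100 mM Tris, pH 8.0; 15 min RT incubation before CCD imaging.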
Fluorescein fluor: fluorescein region autofluorescence | Compound autofluorescence, 480/540 nm, fluorescein-equivalent; active compounds read high | 0.91% of 59,000 active | AID 593 | max fluorescein-equivalent concentration, M; in the data active = max fluorescein-equivalent concentration above about 10 nM; inconclusive = between about 1.1 nM and that limit
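Library compounds, added at multiple concentrations to pH 8.0 Tris buffer (100 mM), incubate 15 min at room temperature before CCD imaging at 480 nm excitation and 540 nm emission.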
HEK293 cAMP cs: raises cAMP in parental HEK293 cells, TSHR agonist counter-screen. parental HEK293 CNG cAMP sensor, membrane potential fluorescence. Potency, µM (highest dose often 57.1 µM), inactives show top-dose activation, actives largely listed as activators. 2.5% of 73,000 active. AID 938; note: potency is the fitted concentration of half-maximal effect; % of control where 0% means no effect; nearly all actives have a fitted effect of over 55% in size
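Parental HEK 293 cells stably expressing a cAMP-gated CNG channel were loaded with membrane potential dye containing 100 uM RO 20-1724 for 60 min. Compound added for 30 min; depolarization read as fluorescence intensity at 590 nm.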
A350 autofl: compounds fluorescent in Alexa 350 spectral region; max dye-equivalent concentration, M; 11% of 59,000 active; AID 590; Compound autofluorescence, 340/450 nm, Alexa 350 dye-equivalents; active compounds read high; in the data active = max dye-equivalent concentration above about 10 nM; inconclusive = mostly about 1.1 nM to 9.6 nM
ERK AVP inh: inhibitors of vasopressin-stimulated ERK signaling pathway; Potency, µM (highest dose often 57.5 µM), for inactives: at the top dose activity, negative = inhibition, actives largely listed as inhibitors; 0.99% of 72,000 active; HEK293-V1b, vasopressin-stimulated pERK AlphaScreen; note: potency is the fitted concentration of half-maximal effect; % is set by controls: 0 for no effect and ±100 for the full control effect; nearly all actives have a fitted effect of over 55% in size
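qHTS, compounds titrated on V1b-expressing HEK293 cells. Preincubation 30 min at 37C, vasopressin 25 nM for 5 min, lysis 10 min, bead incubation 5 hr at room temperature.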
Numbers without * were called inactive; i = inactive; ? = inconclusive; · = not tested or not shown; [ ] = remark or other dose. Unless noted, calls come from the whole dose curve; as a rule, active = well fitted curve in the direction sought with a large enough effect; inconclusive = small, poorly fitted or top-dose-only effect, or another doubt; inactive = no such curve, though single readings can be large; an effect the other way counts as inactive or inconclusive. Not all compounds are listed; the hit share may differ from the screen's.

SMILES	Rhodamine autofl	FLuc inh	Casp7 inh	4MU fluor	Casp1 inh	Tau fil binding	Texas Red fluor	Fluorescein fluor	HEK293 cAMP cs	A350 autofl	ERK AVP inh
COc1cccc(-c2nnc3sc(C4CCCCC4)nn23)c1	i	-1%[25.5 µM]	·	i	·	·	i	?	·	i	·
CN1CCN(CCC(=O)Nc2ccc(F)c(F)c2)CC1	·	3%	-1%	·	-4%	1%	·	·	11%	·	-3%
CCOC(=O)c1[nH]c(C)c(C(=O)Nc2ccccc2F)c1C	i	-11%	-2%	i	1%	0%	?	i	25%	i	-16%
Cc1noc(NS(=O)(=O)c2ccc(NC(=O)COc3ccccc3)cc2)c1C	i	2%[25.5 µM]	·	?	·	·	?	i	·	?	·
Cc1ccnc(N2CCC(C(=O)NCc3ccc4c(c3)OCO4)CC2)n1	i	3%	-1%	i	0%	5%	?	?	14%	i	-17%
O=C1c2ccccc2C(=O)N1Cc1nc2ccccc2c(=O)n1Cc1ccco1	i	4%	-1%	i	-1%	-6%	i	i	?	i	-1%
O=C(NCCN1CCN(c2ccccc2)CC1)C1CCCN(S(=O)(=O)c2cnc[nH]2)C1 (stereo not given)	·	-7%	0%	·	-2%	-3%	·	·	5%	·	22%
FC(F)(F)c1cc(-c2cccs2)nc(NCc2ccco2)n1	i	-1%	-2%	2e-08M*	-4%	17%	i	?	24%	1.6e-08M*	7%
CCN1CCCC1CNC(=O)c1ccc2c(=O)n(CCOC)c(=O)[nH]c2c1 (stereo not given)	i	0%	2%	8.8e-08M*	1%	2%	i	i	0%	8.9e-08M*	-6%
c1ccc(-c2nc3ccccc3nc2-c2ccccn2)nc1	i	-3%	-2%	i	0%	-17%	i	?	3%	i	5%
Cc1cc(C(=O)OCC(=O)c2c(N)n(C)c(=O)n(C)c2=O)c(C)n1-c1ccccc1	i	-1%	1%	i	-3%	27%	i	i	29%	i	?
Nc1ccccc1S(=O)(=O)c1ccccc1N	i	0%	0%	i	1%	-4%	i	i	0%	i	-12%
O=C(CCCc1nc(-c2ccccc2)no1)NCc1cccnc1	i	-1%	-2%	i	-2%	2%	i	i	26%	i	?
Cc1cc(Cl)cc(C)c1OCC(=O)O	i	1%	-1%	i	0%	4%	i	?	7%	i	0%
Cc1ccc(NC(=O)c2cc(-c3ccc(C)o3)nc3ccccc23)nc1	·	13µM*	?	·	?	10µM*	·	·	?	·	3%
Cc1cc(C)n(CC(O)CN2C(=O)NC(C)(C)C2=O)n1 (stereo not given)	i	5%	0%	i	0%	-7%	i	i	4%	i	-15%
CCOC(=O)c1nnn(-c2nonc2-n2cccc2)c1CN1CCCCC1	i	2%	-2%	?	-3%	4%	i	i	?	?	11%
CC1(C)CC(=O)C(=CN2CCN(C(=O)c3ccco3)CC2)C(=O)C1	·	0%	1%	·	-1%	-9%	·	·	3%	·	14%
CCCn1c(C)nc2c(NCCN(C)C)nc(C)nc21	·	·	-1%	·	2%	1%	·	·	0%	·	2%
O=C(c1cccs1)N1CCC(c2nc3ccccc3s2)CC1	i	-3%	2%	i	-2%	4%	i	i	?	i	-1%
CCn1c(=O)cc(SCC(=O)NCC2CCCO2)c2ccccc21 (stereo not given)	i	-4%	-2%	i	-2%	0%	i	i	2%	i	3%
CCCCCn1c(N2CCN(Cc3ccccc3)CC2)nc2c1c(=O)[nH]c(=O)n2C	i	0%	-3%	i	-4%	-1%	i	i	3%	i	?
Clc1ccc(CN2C3=NCCN3c3ccccc32)cc1Cl	i	0%	4%	i	-1%	24%	i	i	?	i	-22%
O=C1CCc2cc(S(=O)(=O)NCCC(=O)NC3CCN(Cc4ccccc4)CC3)ccc2N1	i	-2%	0%	i	1%	1%	?	i	-3%	i	1%
Cn1c(=O)c2cc(S(=O)(=O)NCCC(=O)N3CC=C(c4ccccc4)CC3)ccc2n(C)c1=O	i	0%	-2%	?	1%	4%	?	i	15%	?	-10%

Later entries.
SMILES	Rhodamine autofl	FLuc inh	Casp7 inh	4MU fluor	Casp1 inh	Tau fil binding	Texas Red fluor	Fluorescein fluor	HEK293 cAMP cs	A350 autofl	ERK AVP inh
COc1cc(OC)cc(OCC(O)Cn2cnc(-c3ccccc3)c2)c1 (stereo not given)	i	4%	0%	i	1%	0%	i	i	0%	i	-3%
COc1ccc(CCNc2nc(N3CCCCC3)nc(N3CCCCC3)n2)cc1OC	i	4%	0%	i	-3%	0%	i	i	?	i	-23%
O=C(CSc1nnc(-c2ccccn2)n1Cc1ccco1)c1ccccc1	i	5%	0%	?	0%	8%	i	i	9%	?	6%
CC(=O)N1SC(N)=NC1c1ccccc1 (stereo not given)	i	3%	-1%	i	0%	1%	i	i	-3%	i	-22%
CCOC(=O)CCC(NC(=O)c1ccc(NCN2C(=O)CCC2=O)cc1)C(=O)OCC (stereo not given)	i	0%	0%	i	0%	-2%	i	i	-1%	i	-2%
Cc1ccccc1OCC(=O)NCCC(=O)O	·	0%	0%	·	2%	0%[11.4 µM]	·	·	6%[11.4 µM]	·	-10%
O=C(O)CSc1nc(-c2ccccc2)nc2c1oc1ccccc12	i	-2%	0%	2.3e-08M*	-2%	14%	i	i	5%	2.2e-08M*	-8%
Cc1ccc2cc(C(c3nnnn3C3CCCC3)N(Cc3ccccc3)Cc3ccco3)c(=O)[nH]c2c1 (stereo not given)	i	1%	-6%	?	-8%	-1%	i	i	14%	?	-17%
CC(C#N)Sc1ncnc2sc3c(c12)CCC3 (stereo not given)	i	0%	-4%	?	-1%	12%	i	?	25µM*	?	-68%
COc1ccc(CCn2c(=S)[nH]c3cc(C(=O)NCc4ccco4)ccc3c2=O)cc1OC	i	1%	0%	i	2%	240%	i	i	1%	i	-18%
COc1cc(OC)c(C(=O)Oc2ccc3c(c2)OCO3)cc1OC	i	1%	-2%	i	-2%	2%	?	?	-5%	i	-13%
O=C(Nc1cccnc1)C1CCCN1S(=O)(=O)c1ccc(Cl)c(Cl)c1 (stereo not given)	i	2%	-2%	i	2%	-1%	?	?	4%	i	-3%
O=C(COC(=O)c1cnccn1)Nc1ccc2c(c1)OCO2	i	4%	-21%	i	-2%	-20%	i	?	4%	i	-7%
O=C(c1ccncc1)N1CCC[C@@]2(CCN(Cc3ccccc3)C2)C1	i	1%[11.4 µM]	-1%	i	3%	2%	i	i	18%	i	-2%
CCn1nnc(NC(=O)COc2cc(C)ccc2C(C)C)n1	i	1%	-2%	i	0%	9%	i	i	10%	i	35%
COc1ccc(-n2c(=O)c(C)nc3cncnc32)cc1	i	0%[11.4 µM]	-1%	i	2%	-8%	i	?	?	i	8%
N#CCCn1c(=O)cnc2cnc(Oc3ccccc3)nc21	i	-1%[11.4 µM]	-2%	i	-4%	6%	i	i	17%	i	-5%
O=C(CSc1nnc2ccccn12)Nc1ccccc1C(=O)NC1CC1	i	1%	0%	i	1%	-11%	?	?	6%	i	-6%
CC(=O)c1ccccc1[N+](=O)[O-]	·	·	0%	·	-6%	4%	·	·	8%	·	13%
CCn1c(=O)cc(OCC(=O)N2CCN(C(=O)c3ccco3)CC2)c2ccccc21	i	0%	-1%	i	0%	-3%	i	i	4%	i	35%
CO[C@H]1COC(=O)[C@H](C)COC(=O)[C@@H](OCc2ccccc2)/C=C\[C@@H]1C	·	1%[11.4 µM]	-1%[11.5 µM]	·	0%[11.5 µM]	·	·	·	2%[11.4 µM]	·	18%[11.5 µM]
C=CCn1c(CCC(=O)O)ccc1-c1ccccc1	i	4%	-6%	1.8e-08M*	-3%	13%	i	?	3%	2e-08M*	-15%
CC(C)c1ccc2oc(-c3cc(N)ccc3O)nc2c1	·	0.5µM*	-10%	·	-11%	3.2µM*	·	·	-15%[11.4 µM]	·	15%
CN(C)S(=O)(=O)c1ccc2nc(NC(=O)c3cccnc3)sc2c1	i	13µM*	-13%	?	-3%	-1%	i	?	?	?	?
CCc1ccc(CC)c(S(=O)(=O)Nc2ccc(C(=O)O)c(O)c2)c1	i	0%	-5%	i	0%	-3%	i	?	?	i	-16%
CCOC(=O)C1CCN(C(=O)c2ccc(Br)o2)CC1	i	3%	-1%	i	1%	-2%	i	i	9%	i	-22%
Cc1nc2ccccc2nc1OCC(=O)NCc1ccc2c(c1)OCO2	i	2%	0%	?	1%	8%	i	i	0%	?	-10%
O=Cc1cccc(Br)c1	·	·	1%	·	-5%	-18%	·	·	30%	·	-9%
CCCCSc1nc2c(c(=O)[nH]c(=O)n2C)n1CCc1ccccc1	·	-1%	1%	·	-4%	100%	·	·	?	·	·
